# TrxR1 substrate: is turned over as a substrate by rat TrxR1; purified TrxR1 substrate turnover, NADPH consumption readout; Potency, µM (series often up to 114 µM), for inactives: top-dose activity change, negative = substrate turnover; 390,000 compounds, 0.01% hits; AID 588456; further: potency means the concentration at half of the fitted maximal effect; on the % scale 0 is the no-effect control and ±100 the full control effect; nearly all actives have a fitted effect of over 50% in size
# Target sequence (O89049 whole entry, looked up): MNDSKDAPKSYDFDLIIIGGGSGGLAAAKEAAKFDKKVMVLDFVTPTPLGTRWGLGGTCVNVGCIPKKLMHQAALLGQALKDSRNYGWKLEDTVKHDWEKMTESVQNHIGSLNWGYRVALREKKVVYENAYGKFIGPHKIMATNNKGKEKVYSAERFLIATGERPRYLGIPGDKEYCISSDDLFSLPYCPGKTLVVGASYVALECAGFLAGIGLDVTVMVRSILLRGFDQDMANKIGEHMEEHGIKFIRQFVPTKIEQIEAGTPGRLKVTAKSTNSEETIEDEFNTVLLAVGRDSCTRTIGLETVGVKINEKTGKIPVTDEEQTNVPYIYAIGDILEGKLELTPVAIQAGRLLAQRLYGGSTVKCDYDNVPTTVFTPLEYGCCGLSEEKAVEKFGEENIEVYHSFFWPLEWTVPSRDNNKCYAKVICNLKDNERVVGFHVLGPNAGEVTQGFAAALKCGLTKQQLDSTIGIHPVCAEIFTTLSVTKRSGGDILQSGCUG
#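 Rat TrxR1, dispensed at 90 nM, was prereduced with 400 uM NADPH (final) for 5 min at ~22 deg C, then incubated with compound 15 min before 400 uM selenite. A first-read NADPH fluorescence drop versus no-compound background flagged substrates.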
# TRHR agonist: TRH receptor (human) agonism | activation, % at 2 µM | 360,000 compounds, 0.18% hits | AID 493084 | TRHR cells, calcium flux fluo-8, FDSS agonist mode; in the data active means activation above about 30%; further: 0% is about no effect
#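 TRHR-expressing cells loaded with fluo-8 calcium dye; 23 nL library compound pin-transferred, kinetic FDSS fluorescence (Ex 480/Em 530) recorded about 180 s for agonist-induced calcium release, before a 10 nM TRH EC20 addition for potentiator mode.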
# TRHR enhancer: TRH receptor (human) allosteric enhancement | TRHR cells, fluo-8 calcium fluorescence, EC20 TRH enhancement | enhancement, % at 2 µM | 360,000 compounds, 0.66% hits; in the data active means enhancement above about 30%; further: 0% is about no effect
#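 TRHR-expressing cells loaded with fluo-8 calcium dye were read kinetically (ex 480/em 530) during compound addition, then stimulated with an EC20 of TRH (10 nM final). Enhancement of the Gq-mediated intracellular calcium response was scored.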
# D2 agonist: agonists of human D2 dopamine receptor. P14416. activation, % at 2 µM. 340,000 compounds, 0.53% hits. AID 485358. HEK293 T-REx D2 cells, calcium flux agonist mode;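 active means activation over 3 SD above normal in the single-dose calcium agonist read, cut at about 30% in these data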; further: 0% is about no effect
# Target sequence (P14416 whole entry, looked up): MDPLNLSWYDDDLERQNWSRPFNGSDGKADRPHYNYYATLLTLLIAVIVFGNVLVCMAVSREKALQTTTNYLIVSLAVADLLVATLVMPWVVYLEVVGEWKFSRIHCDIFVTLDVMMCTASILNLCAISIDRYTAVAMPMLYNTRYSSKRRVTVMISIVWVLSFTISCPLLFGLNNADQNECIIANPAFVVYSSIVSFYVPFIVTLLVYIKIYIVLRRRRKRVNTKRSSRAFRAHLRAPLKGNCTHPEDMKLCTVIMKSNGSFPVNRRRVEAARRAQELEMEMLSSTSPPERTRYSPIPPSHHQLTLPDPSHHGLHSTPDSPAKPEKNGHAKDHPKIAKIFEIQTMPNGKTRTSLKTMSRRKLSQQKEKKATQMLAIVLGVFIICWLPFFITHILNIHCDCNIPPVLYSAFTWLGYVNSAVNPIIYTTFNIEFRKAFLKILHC
#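 In this primary screen, compounds producing a positive calcium signal within 180 s of addition to tetracycline-induced, force-coupled HEK293 Trex D2 cells are flagged; cells are dye-loaded with a no-wash calcium kit beforehand.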
# rTrxR1 inhibitor: rat TrxR1 inhibition; O89049; recombinant rTrxR1, NADPH fluorescence consumption, selenite substrate; Potency, µM (top dose mostly 114 µM), for the others: at the top dose activity change, negative = inhibition, actives largely listed as inhibitors; 390,000 compounds, 1% hits; further: potency means the concentration at half of the fitted maximal effect; on the % scale 0 is the no-effect control and ±100 the full control effect; nearly all actives have a fitted effect of over 65% in size
#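 Rat TrxR1 (90 nM in the dispensed reagent) was pre-reduced with 400 uM NADPH for 5 min at room temperature, then incubated with compound for 15 min. After 400 uM selenite was added, NADPH fluorescence (Ex 340/Em 450 nm) was followed for 8 min.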
# Pin1 inh: inhibitors of human Pin1 | Pin1 FP peptide displacement, HiFluor488, 10 min | AID 504891 | Potency, µM (top dose mostly 115 µM), inactives show at the highest dose activity, negative = inhibition, usual class: inhibitors | Q13526 | 390,000 compounds, 0.009% hits; active means well fitted inhibition curve with a large enough effect in the polarisation, with a control signal flat, not every such curve was filed as active; inconclusive means small, poorly fitted or top-dose-only effect, or effect the other way, or a change in a side signal; inactive means no such curve, though single readings can be large or run the other way; the % refers to the polarisation; further: potency means the concentration at half of the fitted maximal effect; on the % scale 0 is the no-effect control and ±100 the full control effect
# mIDH1 inhibitor: human IDH1 R132H inhibition | IDH1-R132H enzyme, NADPH consumption, diaphorase/resazurin fluorescence | Potency, µM (titrated, usually from 76.6 µM), without a hit: top-dose activity change, negative = inhibition, hits mostly inhibitors | 390,000 compounds, 0.093% hits | AID 602179; further: potency means the concentration at half of the fitted maximal effect; on the % scale 0 is the no-effect control and ±100 the full control effect; nearly all actives have a fitted effect of over 65% in size
#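 IDH1-R132H (0.5 ug/mL) preincubated 30 min with compound, then NADPH (0.016 mM) and alpha-KG (2 mM) added; 80 min at RT, pH 7.5. Remaining NADPH coupled via diaphorase/resazurin to fluorescence (540/590 nm); concentration-response curves normalized to no-enzyme control.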
# USP1-UAF1 inh: USP1/UAF1 (human) deubiquitinase inhibition. recombinant USP1/UAF1, Ub-Rhodamine cleavage fluorescence. Potency, µM (highest dose often 57.1 µM), for inactives: at the highest dose activity change, negative = inhibition, actives largely listed as inhibitors. 390,000 compounds, 0.23% hits. AID 743255; further: potency means the concentration at half of the fitted maximal effect; on the % scale 0 is the no-effect control and ±100 the full control effect; nearly all actives have a fitted effect of over 60% in size; inactives centre near -12
#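 High-throughput fluorogenic screen: 1nM USP1/UAF1 complex, Ub-Rho substrate 150nM final, 50mM HEPES pH 7.8 with 0.5mM EDTA, 0.1 mg/ml BSA, 1mM TCEP and 0.01% Tween-20.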
# D2 antagonist: D2 dopamine receptor (human) antagonism | HEK293 TREx D2 cells, calcium flux, dopamine EC80 | inhibition, % at 10 µM | 340,000 compounds, 2% hits; in the data active means inhibition above about 30%; further: 0% is about no effect
#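 Calcium mobilization kinetics were recorded at 1 s intervals in tetracycline-induced HEK293 T-REx D2 cells, first for 180 s after compound addition and then 180 s after EC80 dopamine.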
# * = called active by the depositor; ? = inconclusive; / = not tested or not shown; [ ] = dose if it differs, or a comment. Unless noted, the call rests on the fitted dose curve; in most records, active means well fitted inhibition curve with a large enough effect; inconclusive means small, poorly fitted or top-dose-only effect; inactive means no such curve, though single readings can be large or run the other way. The list is partial. The share of hits here may be higher or lower than overall.
# Order of results: D2 agonist	D2 antagonist	mIDH1 inhibitor	USP1-UAF1 inh	rTrxR1 inhibitor	TRHR enhancer	TRHR agonist	Pin1 inh	TrxR1 substrate
> COC(=O)c1ccc2nc(C)cc(Nc3ccccc3C)c2c1
    0.5	-5	-6%	-13%	18%	-3	-0.8	-2%	-3%
> CC(C)OC(=O)C(C#N)c1nc2ccccc2nc1N1CCCC1 (stereo not drawn)
    0.6	8	0%	-16%	14%[57.1 µM]	-3	0.7	-1%	-11%
> Cc1ccc(C(c2sc3ncnn3c2O)N2CCC(C)CC2)cc1 (stereo not drawn)
    -0.3	3	-2%	-16%	0%[57.1 µM]	13	0.9	8%	2%[57.1 µM]
> Cc1ccc(Cl)cc1N1CCN(CCCNC(=O)c2nnc(Cc3cccc(Cl)c3)o2)CC1
    -2.9	/	5%	-8%	17%[0.457 µM]	2	1.9	38%[activator]	-9%
> CCn1c(CSCc2ccc(C)cc2)nnc1SCC(=O)N1CCN(c2ccccc2)CC1
    0.4	1	1%	-9%	-3%	-10	-0.8	2%	-7%
> COc1ccc(OCCSc2nnc(CCNC(=O)c3ccc(OC)cc3)n2C)cc1
    -0.6	-3	4%	-12%	19%	6	-2.2	-1%	8%
> COc1ccc(Cn2nnnc2CN2CCC(c3nc4ccccc4s3)CC2)cc1
    0.5	-2	8%	-7%	?	-4	0.0	-13%	-11%
> Cc1ccc(-n2[nH]c(C)c(/C=N/N3C(=O)c4cccc5cccc(c45)C3=O)c2=O)cc1
    1.7	25	-12%	-22%	4%[57.1 µM]	-2	1.7	2%	-3%[57.1 µM]
> CCOC(=O)CN1C(=O)N[C@@H](c2ccc(Br)cc2)C(C(C)=O)=C1C
    1.1	-7	/	/	/	-3	0.1	/	/
> CCN(CC)CCNc1ccnc2cc(Cl)ccc12
    0.6	7	2%	-9%	-11%	-3	1.1	3%	6%
> O=C(O)CCC(=O)Nc1cc(C(F)(F)F)cc(C(F)(F)F)c1
    -2.0	-13	12%	-12%	22%	3	0.5	-2%	-4%
> CCOc1ccc(N2CC(C(=O)NC3CCCC3)CC2=O)cc1 (stereo not drawn)
    2.1	-2	17%	-7%	28%	18	0.3	-4%	8%
> Cn1cc(C(=O)c2ccc(Cl)cc2Cl)cc1C(=O)N/N=C(\N)COc1ccccc1
    -0.7	-12	2%	-4%	-1%	3	-0.3	?	-7%
> CCCNC(=S)N1CCC(NC(=O)C23CC4CC(CC(C4)C2)C3)CC1
    1.0	7	5%	-12%	16%[57.1 µM]	-5	-0.1	1%	-1%
> CC(C)(C)NC(=O)C(c1ccc(OCC(N)=O)cc1)N(C(=O)c1cccnc1)C1CC1 (stereo not drawn)
    0.3	7	-2%	-5%	7%	7	-0.1	-4%	0%

# Single records (already shown). Values in the order: D2 agonist, D2 antagonist, mIDH1 inhibitor, USP1-UAF1 inh, rTrxR1 inhibitor, TRHR enhancer, TRHR agonist, Pin1 inh, TrxR1 substrate
# CC(C)(C)NC(=O)C(c1ccc(OCC(N)=O)cc1)N(C(=O)c1cccnc1)C1CC1 (stereo not drawn) in the list: 0.3, 7, -2%, -5%, 7%, 7, -0.1, -4%, 0%
# COc1ccc(OCCSc2nnc(CCNC(=O)c3ccc(OC)cc3)n2C)cc1 in the list: -0.6, -3, 4%, -12%, 19%, 6, -2.2, -1%, 8%

# Remaining list, next part.
# Order of results: D2 agonist	D2 antagonist	mIDH1 inhibitor	USP1-UAF1 inh	rTrxR1 inhibitor	TRHR enhancer	TRHR agonist	Pin1 inh	TrxR1 substrate
> COCCn1c(SCC(=O)Nc2ccc3c(c2)CCC3)nc2ccccc2c1=O
    -1.2	0	2%	3%	-7%	-10	-0.6	0%	-3%
> Cc1c(NC(=O)c2coc(=O)c(Br)c2)c(=O)n(-c2ccccc2)n1C
    -0.4	14	0%	-2%	-30%	2	0.1	3%	6%[57.1 µM]
> CC(=O)Nc1ccc(C(=O)OCC(=O)NCc2ccc(Cl)cc2)cc1
    -0.2	-8	/	/	/	2	-0.3	/	/
> COc1ccc(CNC(=O)C2CCCN(c3nccc(C)n3)C2)cc1 (stereo not drawn)
    0.0	23	1%	-10%	10%[57.1 µM]	2	-0.2	-5%	8%[57.1 µM]
> O=C(CSc1nnc(CCCN2C(=O)c3cccc4cccc(c34)C2=O)n1-c1ccccc1)N1CCN(CCO)CC1
    /	/	6%	-8%	5%	9	0.6	?	16%
> Nc1nonc1-c1nc2ccccc2n1Cc1cccc(Cl)c1
    0.7	/	13%	2%	11%	-2	-0.2	11%	-2%
> CCn1c(SCC(=O)N2CCN(c3ccccc3)CC2)nc2c([nH]c3ccccc32)c1=O
    0.7	2	3%	-14%	9%	-1	0.4	2%	7%
> COc1cccc(CN2CCC(n3nccc3NC(=O)CCOc3ccccc3)CC2)c1O
    /	/	-5%	5%	7%	/	/	-14%	-3%
> O=C(CN1C(=O)C2CCCCN2c2ccc(C(=O)N3CCCC3)cc21)NCc1cccc(F)c1 (stereo not drawn)
    -1.7	/	-6%	-32%	20%[57.1 µM]	-2	-0.2	-5%	-1%[57.1 µM]
> CCc1ccccc1NC(=O)Cn1c(=O)n(C(C)C)c(=O)c2oc3ccccc3c21
    0.7	/	3%	-3%	-4%	2	1.0	-2%	-8%
> COc1ccc(CNC(=O)c2cnc3sc4cc(OC)ccc4n3c2=O)cc1
    /	/	7%	-17%	23%	-4	0.0	7%	16%
> CC(=O)/C(N=Nc1cc(C)ccc1O)=C(\C)O
    2.0	2	9%	?	17%[57.1 µM]	1	2.0	?	-9%[57.1 µM]
> CCn1c(C(C)NC(=O)c2ccc(Cl)cc2)n[nH]c1=S (stereo not drawn)
    0.4	1	5%	-14%	-12%	11	0.2	-4%	-2%
> O=C(CN1C(=O)c2ccc([N+](=O)[O-])cc2C1=O)NCc1ccc(C(=O)O)cc1
    1.5	4	4%	-6%	4%[57.1 µM]	24	0.6	-1%	3%[57.1 µM]
> COc1ccc(NC(=O)c2ccc(-n3cnnn3)cc2)c([N+](=O)[O-])c1
    /	/	9%	-22%	10%	2	1.1	20%	4%
> Cc1cccc(N2CCN(C(=O)NC3CCCCC3)CC2)c1C
    -0.9	11	4%	-15%	16%	6	4.7	0%	6%
> COc1ccc(CCNC(=O)COC(=O)c2cc(OC)c(OC)cc2OC)cc1
    -0.9	-3	-1%	-15%	23%[57.1 µM]	-1	-0.2	4%	6%
> COC(=O)c1ccc(-c2nc(-c3cccs3)no2)cc1
    -0.1	-3	-2%	-22%	24%	-4	0.7	2%	4%
> O=C1NC(C(F)(F)F)(C(F)(F)F)N=C2SC=CN12
    -0.3	-2	7%	-7%	4%	0	-0.2	2%	-9%
> O=C(Nc1cc(C(F)(F)F)ccc1N1CCCC1)C1=COCCO1
    0.2	-1	2%	0%	2%[57.1 µM]	5	-0.3	-1%	-3%
> COCc1cc(C)nc2sc(C(=O)OC)c(N)c12
    0.4	4	4%	-9%	-2%	1	0.5	4%	2%
> CC(=O)c1cccc(NC(=O)CSc2nnc3ccc(-c4ccc(Cl)cc4)nn23)c1
    /	/	15%	-15%	14%[57.1 µM]	-3	0.0	-7%	2%[57.1 µM]
> COc1ccc(-c2nc(N)ncc2-c2ccccc2)c(O)c1
    0.0	-20	-1%	-11%	27%	1	0.4	0%	5%
> COc1ccc(-c2noc(CSc3nnc(C)n3-c3cccc(C)c3)n2)cc1
    0.1	/	0%	-22%	0%	-2	-0.4	1%	-1%
> COc1ccc(CCN(Cc2cccs2)S(=O)(=O)c2ccc(C(=O)O)cc2)cc1OC
    -3.7	-17	0%	-15%	18%	18	-1.0	-1%	8%
> Cc1nc2cc(-c3ccccc3)nn2c(C)c1CCC(=O)NC(C)c1ccc2c(c1)OCCO2 (stereo not drawn)
    -0.3	-26	4%	?	12%	2	0.2	0%	14%
> O=C(NC1CCCCC1)N(C1=NCCCCC1)c1ccc(Br)cc1
    0.6	-2	5%	-8%	-9%	-4	0.2	2%	-1%
> CN1OC[C@@H]2CN(C(=O)CCc3ccccc3)[C@H](c3cccc(N4CCOCC4)c3)C[C@@H]21
    /	/	-3%[38.3 µM]	-22%	12%	/	/	-2%	1%
> CC(=O)c1ccccc1NC(=O)COc1ccc(N(C)S(=O)(=O)c2ccc(C)c(C)c2)cc1
    0.9	-1	-1%	-4%	10%	-5	2.5	30%	1%
> CC(NC(=O)c1ccc(Br)cc1)c1ccccc1 (stereo not drawn)
    0.5	-11	1%	0%	-6%	0	-0.3	-7%	-6%
> CCOc1ccc(C(=O)Cc2ccc3oc(C(=O)O)cc3c2)c(O)c1
    /	/	1%	-5%	-18%	-3	-0.4	2%	-9%
> CC(NC(=O)C1CCC(C(C)(C)C)CC1)C(c1ccccc1)N1CCOCC1 (stereo not drawn)
    -0.8	18	2%	?	15%	3	-1.3	13%	1%
> CCNC(=S)NNC(=O)CCn1cc(C)cn1
    0.5	-2	3%	-18%	-1%	1	0.3	1%	-4%

# Four entries drawn at random from those above:
# Order of results: D2 agonist	D2 antagonist	mIDH1 inhibitor	USP1-UAF1 inh	rTrxR1 inhibitor	TRHR enhancer	TRHR agonist	Pin1 inh	TrxR1 substrate
> CCNC(=S)NNC(=O)CCn1cc(C)cn1
    0.5	-2	3%	-18%	-1%	1	0.3	1%	-4%
> COc1ccc(-c2nc(N)ncc2-c2ccccc2)c(O)c1
    0.0	-20	-1%	-11%	27%	1	0.4	0%	5%
> COc1ccc(-c2noc(CSc3nnc(C)n3-c3cccc(C)c3)n2)cc1
    0.1	/	0%	-22%	0%	-2	-0.4	1%	-1%
> Cc1nc2cc(-c3ccccc3)nn2c(C)c1CCC(=O)NC(C)c1ccc2c(c1)OCCO2 (stereo not drawn)
    -0.3	-26	4%	?	12%	2	0.2	0%	14%

# Bioassay records: PubChem, National Center for Advancing Translational Sciences (NCATS)
